# GRP78 ERSR act – induces the endoplasmic reticulum stress response in human glioma cells; U87-MG GRP78 promoter luciferase reporter, 16 h; Potency, µM, without a hit: top-dose activation, most hits filed as activators; 0.02% of 420,000 active; also: potency is read from the fitted curve at half-maximal effect; series mostly up to about 76 µM; % of control where 0% means no effect; nearly all actives have a fitted effect of over 35% in size
#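 ERSR induction read as luciferase luminescence (Bright-Glo, 10 min at room temperature) in stably transfected human U87-MG glioma cells exposed to compounds for 16 h, using GRP78 as sensor.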
# Vif-A3F inh – blocks the Vif interaction with APOBEC3F. AID 602313. 0.2% of 390,000 active. Potency, µM (series often up to 46.1 µM), without a hit: at the highest dose activity, negative = active. HeLa A3F-eYFP + Vif (tagged APOBEC3F with the HIV-1 protein that degrades it), YFP fluorescence increase; also: potency is read from the fitted curve at half-maximal effect; % of control where 0% means no effect; nearly all actives have a fitted effect of over 65% in size
#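 HeLa cells stably expressing Vif plus C-terminally eYFP-tagged A3F were seeded, incubated overnight at 37 deg C, dosed with compound, incubated overnight again at 37 deg C. Yellow fluorescence (Ex 488/Em 500-530) reported blocked Vif-mediated A3F-eYFP degradation.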
# TrxR1 substrate – rat thioredoxin reductase 1 substrate activity; O89049; purified TrxR1 substrate turnover, NADPH consumption readout; Potency, µM (top dose mostly 114 µM), for the others: at the top dose activity change, negative = substrate turnover; 0.01% of 390,000 active; also: potency is read from the fitted curve at half-maximal effect; % is scaled to controls: 0 for no effect and ±100 for the full control effect; nearly all actives have a fitted effect of over 50% in size
#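 Rat TrxR1, dispensed at 90 nM, was prereduced with 400 uM NADPH (final) for 5 min at ~22 deg C, then incubated with compound 15 min before 400 uM selenite. A first-read NADPH fluorescence drop versus no-compound background flagged substrates.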
# USP1-UAF1 inh – inhibitors of human USP1/UAF1 deubiquitinase; O94782; recombinant USP1/UAF1, Ub-Rhodamine cleavage fluorescence; AID 743255; 0.23% of 390,000 active; Potency, µM (doses to about 57.1 µM), for the others: top-dose activity change, negative = inhibition, hits mostly inhibitors; also: potency is read from the fitted curve at half-maximal effect; % is scaled to controls: 0 for no effect and ±100 for the full control effect; nearly all actives have a fitted effect of over 60% in size; inactives centre near -12
#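 USP1/UAF1 complex at 1 nM was preincubated with compound for 15 min at room temperature, then Ub-Rho substrate (150nM final) was added. Fluorescence (480/540 nm) was read kinetically, 6 reads every 60 seconds.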
# RXFP1 agonist – activates the human relaxin receptor RXFP1; Q9HBX9; HEK293T-RXFP1 cAMP TR-FRET, 30 min; response scale: percent of porcine relaxin response, buffer zero; AID 2676; 0.3% of 370,000 active; Potency, µM (doses to about 57.5 µM), for the others: top-dose activation, hits mostly activators; also: potency is read from the fitted curve at half-maximal effect; % is scaled to controls: 0 for no effect and ±100 for the full control effect; nearly all actives have a fitted effect of over 60% in size; many of its hits are not listed in these tables
# Target sequence (Q9HBX9 whole entry, looked up): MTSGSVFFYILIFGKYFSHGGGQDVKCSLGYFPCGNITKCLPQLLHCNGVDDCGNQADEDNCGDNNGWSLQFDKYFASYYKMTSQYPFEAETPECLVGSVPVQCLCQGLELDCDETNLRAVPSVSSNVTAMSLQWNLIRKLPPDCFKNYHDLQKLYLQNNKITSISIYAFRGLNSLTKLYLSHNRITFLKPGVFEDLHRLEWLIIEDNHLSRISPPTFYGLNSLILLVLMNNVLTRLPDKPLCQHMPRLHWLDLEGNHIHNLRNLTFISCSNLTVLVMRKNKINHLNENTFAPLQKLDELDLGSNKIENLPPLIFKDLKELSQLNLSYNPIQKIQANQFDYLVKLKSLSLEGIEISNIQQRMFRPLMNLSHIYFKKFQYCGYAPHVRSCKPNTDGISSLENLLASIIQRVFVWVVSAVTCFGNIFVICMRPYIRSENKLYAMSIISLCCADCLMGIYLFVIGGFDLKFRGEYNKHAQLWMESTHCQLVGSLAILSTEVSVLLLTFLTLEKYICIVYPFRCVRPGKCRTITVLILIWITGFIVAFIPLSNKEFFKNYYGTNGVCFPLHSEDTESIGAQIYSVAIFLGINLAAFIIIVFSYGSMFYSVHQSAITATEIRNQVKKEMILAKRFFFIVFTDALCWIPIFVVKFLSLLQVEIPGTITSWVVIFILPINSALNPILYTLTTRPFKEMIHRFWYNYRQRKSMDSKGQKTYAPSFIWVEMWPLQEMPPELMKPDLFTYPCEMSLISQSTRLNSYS
#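 cAMP rise read by TR-FRET after 30 min, 37C compound exposure (up to 58 uM) in RXFP1-transfected HEK293 cells with Ro 20174 present. EC50 from Hill-equation fits, with 29 nM porcine relaxin as 100% and buffer as basal.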
# LDHA inh – blocks human lactate dehydrogenase A; 0.15% of 480,000 active; AID 1347041; activity change, % (values are at about 110 or 230 µM); purified LDHA, NADH/diaphorase-resazurin fluorescence; stronger effect = lower value; in the data active = activity change below about -30%; inconclusive = mostly about -25% to -30%;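 also: plate controls were DMSO wells for no effect and wells without enzyme for full effect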
#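 Enzyme activity of human lactate dehydrogenase 5 (2 nM; 0.06 mM NADH, 0.2 mM pyruvate, 5 min, RT) is measured via a resazurin/diaphorase fluorescence readout of residual NADH.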
# PI4K2A inh – blocks human PI4K2A kinase activity; 0.13% of 420,000 active; Q9BTU6; activity change, negative = inhibition, % at 76.9 µM; purified PI4K2A, ADP-Glo luminescence, 1 h; stronger effect = lower value; in the data active = activity change below about -50%; inconclusive = mostly about -30% to -49%;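 also: -100% = wells without enzyme as full effect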
#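 ADP-Glo luminescence measured ADP generated by PI4K2A enzyme (4 ug/mL before mixing) with 1.2 mM PI substrate (pre-mix) and 300 microM ATP (pre-mix). Tris pH7.5 buffer with MgCl2, Triton X-100; 1 h reaction at ambient temperature.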
# Vif-A3G inh – inhibitors of Vif-APOBEC3G interaction; 0.076% of 410,000 active; HeLa A3G-eYFP + Vif (tagged APOBEC3G with the HIV-1 protein that degrades it), YFP fluorescence, overnight; Potency, µM (doses to about 46.1 µM), without a hit: at the top dose activity, negative = active, actives largely listed as inhibitors; AID 602310; Q9HC16;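 also: potency is read from the fitted curve at half-maximal effect; % is scaled to controls: 0 for no effect and ±100 for the full control effect; nearly all actives have a fitted effect of over 60% in size; hits raise eYFP signal because A3G escapes Vif-driven loss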
# Target sequence (Q9HC16 whole entry, looked up): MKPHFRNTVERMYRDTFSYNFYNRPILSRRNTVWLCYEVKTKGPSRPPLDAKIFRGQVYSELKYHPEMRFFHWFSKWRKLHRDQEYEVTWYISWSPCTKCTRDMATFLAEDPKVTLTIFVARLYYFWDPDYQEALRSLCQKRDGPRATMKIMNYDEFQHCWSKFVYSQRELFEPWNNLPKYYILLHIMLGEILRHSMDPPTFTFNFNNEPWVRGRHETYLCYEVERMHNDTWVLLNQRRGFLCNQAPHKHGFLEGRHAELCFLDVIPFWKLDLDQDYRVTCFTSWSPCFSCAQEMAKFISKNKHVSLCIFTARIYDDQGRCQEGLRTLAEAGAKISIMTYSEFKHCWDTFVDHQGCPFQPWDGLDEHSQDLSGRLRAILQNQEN
#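 Read-out is eYFP fluorescence (Ex 488/Em 500-530) from Vif-expressing HeLa A3G-eYFP cells; more signal means A3G escaped Vif-mediated degradation. Cells plated overnight, compound pinned in, incubated overnight at 37 deg C.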
# IDH1 R132H inh – inhibitors of human mutant IDH1 R132H; O75874; IDH1-R132H enzyme, NADPH consumption, diaphorase/resazurin fluorescence; Potency, µM (series often up to 76.6 µM), for inactives: top-dose activity change, negative = inhibition, usual class: inhibitors; 0.093% of 390,000 active; AID 602179; also: potency is read from the fitted curve at half-maximal effect; % is scaled to controls: 0 for no effect and ±100 for the full control effect; nearly all actives have a fitted effect of over 65% in size
#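 IDH1-R132H (0.5 ug/mL) preincubated 30 min with compound, then NADPH (0.016 mM) and alpha-KG (2 mM) added; 80 min at RT, pH 7.5. Remaining NADPH coupled via diaphorase/resazurin to fluorescence (540/590 nm); concentration-response curves normalized to no-enzyme control.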
# * = called active by the depositor; ? = inconclusive; . = not tested or not shown; & = joins results of further samples; [ ] = another dose, or the depositor's remark. Unless noted, calls follow the shape of the dose curve; as a rule, active = well fitted curve in the direction sought with a large enough effect; inconclusive = small, poorly fitted or top-dose-only effect, or another doubt; inactive = no such curve, though single readings can be large; an effect the other way counts as inactive or inconclusive. An excerpt; rates above refer to the full screens.
1: CC1(c2ccc(Cl)cc2Cl)NC(=O)N(CC(=O)NCCC2=CCCCC2)C1=O (stereo not drawn)
2: CCOc1ccc(S(=O)(=O)N2CCc3cc(OC)c(OC)cc3C2)cc1
3: Cn1nnnc1SCC(=O)Nc1nc(-c2ccc(F)c(F)c2)cs1
4: CCCNC(=O)c1c2c(nc3ccccc13)C(=O)N(C1CCCCC1)C2
5: COc1ccc(-c2csc(NC(=O)CSCc3c(C)noc3C)n2)cc1OC
6: Cc1cc(C)nc(N2C(=O)CC(C(=O)O)NC2=NCCc2c[nH]c3ccccc23)n1 (stereo not drawn)
7: COc1ccc(S(=O)(=O)N2CCN(C(=O)c3cccs3)CC2)cc1
8: CCC[C@@H](NS(=O)(=O)c1ccc(C)cc1)C(=O)Oc1ccc2c3c(c(=O)oc2c1)CCC3
9: COc1ccc(CN2CCC(C(=O)NCCc3ccc(OC)c(OC)c3)CC2)c(OC)c1
10: Cc1ccc(-c2nc3ccccc3[nH]2)cc1NC(=O)c1ccco1

assay / compound	1	2	3	4	5	6	7	8	9	10
LDHA inh	2	-6	-3	-3	-3	2	-7	-5	-3	-5
GRP78 ERSR act	1%	-4%	2%	-2%	-1%	1%	-4%	1%	5%	2%
IDH1 R132H inh	1%	3%	-1%	-8%	-2%	9%	3%	5%	0%	6%
Vif-A3G inh	3%	-6%	0%	-1%	3%	-1%	0%	-13%	-5%	-12%
RXFP1 agonist	.	2.7%	-0.1%	1.3%	-1.7%	2.3%	0.1%	-0.2%	1.9%	-1.3%
USP1-UAF1 inh	-24%	-26%	-26%	2%	-2%	-10%	-10%	-6%	0%	-12%
PI4K2A inh	1	1	0	-4	-6	4	5	8	7	-6
Vif-A3F inh	1%	0%	0%	-4%	5%	-3%	1%	1%	0%	4%
TrxR1 substrate	.	-5%	-1%	1%[57.1 µM]	-7%	-3%	-13%	58%[activator]	12%[57.1 µM]	12%[57.1 µM]

# Some of these compounds in order of their number in PI4K2A inh, high to low.
No. | canonical_smiles | PI4K2A inh
9 | COc1ccc(CN2CCC(C(=O)NCCc3ccc(OC)c(OC)c3)CC2)c(OC)c1 | 7
1 | CC1(c2ccc(Cl)cc2Cl)NC(=O)N(CC(=O)NCCC2=CCCCC2)C1=O (stereo not drawn) | 1
10 | Cc1ccc(-c2nc3ccccc3[nH]2)cc1NC(=O)c1ccco1 | -6

# Numbers 9–10, reprinted for reference:
9: COc1ccc(CN2CCC(C(=O)NCCc3ccc(OC)c(OC)c3)CC2)c(OC)c1
10: Cc1ccc(-c2nc3ccccc3[nH]2)cc1NC(=O)c1ccco1

assay / compound	9	10
LDHA inh	-3	-5
GRP78 ERSR act	5%	2%
IDH1 R132H inh	0%	6%
Vif-A3G inh	-5%	-12%
RXFP1 agonist	1.9%	-1.3%
USP1-UAF1 inh	0%	-12%
PI4K2A inh	7	-6
Vif-A3F inh	0%	4%
TrxR1 substrate	12%[57.1 µM]	12%[57.1 µM]

# (more compounds)
11: Cc1noc(C)c1-c1nc(CSc2ccc(Cl)cc2)no1
12: O=C(/C=C/c1cn(CC(O)CN2CCCCC2)c2ccccc12)c1ccccc1 (stereo not drawn)
13: CCOC(=O)C1=C(CS(=O)(=O)c2ccccc2)NC(=O)NC1c1ccccc1 (stereo not drawn)
14: Cc1cc(Br)ccc1NC(=O)C(C)c1ccc([N+](=O)[O-])cc1 (stereo not drawn)
15: COc1ccc(C(=O)NCCSCc2ccccc2)cc1OC
16: O=C(CCC(=O)N1CCCCCC1)Nc1ccc([N+](=O)[O-])cc1
17: Cc1ccc(-n2nc3c(SCCN4CCOCC4)nnc(C)c3c2C)cc1
18: COc1ccc(NC(=O)Nc2ccc(OC)cc2)cc1
19: COc1ccc(-n2nc(C(=O)NCC(=O)NCCN(C)C)c3ccccc3c2=O)cc1
20: CC1CC(C)CN(C(C(=O)NC2CCCCC2)c2cc3ccccc3o2)C1 (stereo not drawn)

assay / compound	11	12	13	14	15	16	17	18	19	20
LDHA inh	-2	0	-9	-20	-2	-2	-11	-2	-3	3
GRP78 ERSR act	-3%	-4%	-5%	-1%	-2%	0%	-1%	3%	-1%	6%
IDH1 R132H inh	-2%	5%	5%	1%	-1%	0%	-2%	0%	-6%	.
Vif-A3G inh	0%	-2%	1%	0%	5%	-6%	?	0%	-1%	-14%
RXFP1 agonist	-2.0%	1.0%	1.4%	7.3%	3.7%	-0.6%	?	0.9%	2.6%	.
USP1-UAF1 inh	-22%	3%	-5%	-6%	-6%	-17%	-4%	-11%	-5%	.
PI4K2A inh	-2	-5	-1	-7	2	10	3	-4	3	-2
Vif-A3F inh	-1%	?	-5%	-15%	?	0%	25µM*	-1%	-6%	.
TrxR1 substrate	4%[57.1 µM]	1%[57.1 µM]	2%	0%	-8%	-4%	-7%	-3%	-4%	.

21: COc1ccc(OC)c(-c2csc(NC(=O)C3=COCCO3)n2)c1
22: CC1CCC(NC(=O)Cn2cc3c(n2)CCCC3)CC1 (stereo not drawn)
23: CCCC1C2CN(C(C)=O)CC=C2C(C#N)=C(N)C1(C#N)C#N (stereo not drawn)
24: COc1ccc(-n2c(C)cc(/C=N/Nc3nnc(C)n3N)c2C)cc1
25: CCCNC(=O)c1ccc(CN2CCc3ccccc3C2)cc1
26: C/C=C\C=C/C(=O)Nc1cccc(C2=NOC3(C2)C[C@@H](C(N)=O)N(C(=O)c2ccc(Cl)cc2)C3)c1 (stereo partly drawn)
27: CC(C)C(=O)NC(=S)Nc1ccccc1C(F)(F)F
28: CC(C)CC(NC(=O)C(NC(=O)C1OC2OC(C)(C)OC2C2OC(C)(C)OC12)C(C)C)C(=O)O (stereo not drawn)
29: CCOc1ccc(/C=N/NC(=O)c2ccc(CSc3nc4ccccc4[nH]3)cc2)cc1
30: O=C(CSCc1ccccc1)Nc1ccccc1C(=O)Nc1ccc(C(=O)O)cc1

assay / compound	21	22	23	24	25	26	27	28	29	30
LDHA inh	-1	-1	4	48	-4	3	2	-6	-9	-9
GRP78 ERSR act	1%	1%	-5%	-12%	0%	-3%	-5%	7%	-2%	5%
IDH1 R132H inh	9%	-6%	-8%	19%	1%	-11%	3%	0%	1%	6%
Vif-A3G inh	-3%	1%	0%	-7%	0%	-8%	0%	0%	-3%	1%
RXFP1 agonist	0.4%	1.9%	2.2%	0.9%	-0.4%	2.1%	0.8%	2.4%	0.1%	-4.7%
USP1-UAF1 inh	-27%	-8%	-19%	-26%	-5%	-26%	-18%	-16%	-14%	-12%
PI4K2A inh	0	-1	-6	-28	-3	0	2	0	-3	3
Vif-A3F inh	-8%	2%	-1%	-15%	-2%	0%	-1%	-2%	-1%	8%
TrxR1 substrate	-6%	6%[57.1 µM]	23%[57.1 µM]	-23%	11%[57.1 µM]	8%[57.1 µM]	-6%	9%[57.1 µM]	6%	3%

# Profiles as entered above. Values in the order: LDHA inh | GRP78 ERSR act | IDH1 R132H inh | Vif-A3G inh | RXFP1 agonist | USP1-UAF1 inh | PI4K2A inh | Vif-A3F inh | TrxR1 substrate
# `COc1ccc(-n2c(C)cc(/C=N/Nc3nnc(C)n3N)c2C)cc1` is listed as 48 | -12% | 19% | -7% | 0.9% | -26% | -28 | -15% | -23%
# `CCOc1ccc(/C=N/NC(=O)c2ccc(CSc3nc4ccccc4[nH]3)cc2)cc1` is listed as -9 | -2% | 1% | -3% | 0.1% | -14% | -3 | -1% | 6%

# (further entries)
31: Cc1ccc(C)c(CSc2nnc(C)n3c2cc2sccc23)c1
32: CSc1nc(SCC(N)=O)c2c3c(sc2n1)CN(C)CC3
33: CCC1=NN(C(=O)Cc2ccc([N+](=O)[O-])cc2)C(O)(c2ccncc2)C1 (stereo not drawn)
34: CCC1Nc2ncnc(N3CCN(c4ccccc4)CC3)c2N(Cc2ccccc2)C1=O (stereo not drawn)
35: C=CCNC(=S)Nc1nc2c(cc1C(=O)OCC)CCCC2
36: Cc1c(C)c2c(OCC(=O)NCC(O)c3ccccc3)cc3c(c2oc1=O)CCC(C)(C)O3 (stereo not drawn)
37: O=C(NC(=S)N1CCCc2ccccc21)c1ccc(Br)cc1
38: COc1ccc(S(=O)(=O)N2CCN(C(=O)c3ccc(=O)[nH]n3)CC2)cc1OC
39: CC(=O)Nc1ccc(S(=O)(=O)Nc2cc(S(=O)(=O)N3CCCCC3)ccc2O)cc1

assay / compound	31	32	33	34	35	36	37	38	39
LDHA inh	-4	3	-6	-2&-1	-2	-2	16	-6	12
GRP78 ERSR act	-3%	0%	-3%	-2%&0%	1%	-3%	0%	-3%	0%
IDH1 R132H inh	2%	7%	5%	-7%	-6%	-20%	6%	-1%	20%
Vif-A3G inh	5%	-8%	2%	1%&-9%	-11%	-2%	-10%	1%	0%
RXFP1 agonist	24%	12%	-1.3%	.	2.9%	6.9%	0.3%	1.1%	-0.3%
USP1-UAF1 inh	3%	-23%	-5%	-5%	-12%	0%	-8%	-19%	-7%
PI4K2A inh	3	-13	-3	-1&-11	-2	2	1	1	3
Vif-A3F inh	0%	.	1%	-2%	-13%	7%	-7%	-4%	0%
TrxR1 substrate	-9%	50%[activator]	-30%[57.1 µM]	10%[57.1 µM]	-9%	277%[activator]	1%	4%	-7%[57.1 µM]

# Screening results deposited in PubChem BioAssay by National Center for Advancing Translational Sciences (NCATS).
